IDE cell activ: IDE (human) activation, cell-based | activation, % at 5.96 µM | P14735 | AID 493087 | actives 0.073% (n = 340,000) | HEK cells, FAbeta-B cleavage, fluorescence polarization; 0% vehicle, 100% cell-free pure enzyme wells;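 active means activation above the mean of all tested compounds plus 3 SD, set per screening campaign, cut at about 17% in these data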
Target sequence (P14735 whole entry, looked up): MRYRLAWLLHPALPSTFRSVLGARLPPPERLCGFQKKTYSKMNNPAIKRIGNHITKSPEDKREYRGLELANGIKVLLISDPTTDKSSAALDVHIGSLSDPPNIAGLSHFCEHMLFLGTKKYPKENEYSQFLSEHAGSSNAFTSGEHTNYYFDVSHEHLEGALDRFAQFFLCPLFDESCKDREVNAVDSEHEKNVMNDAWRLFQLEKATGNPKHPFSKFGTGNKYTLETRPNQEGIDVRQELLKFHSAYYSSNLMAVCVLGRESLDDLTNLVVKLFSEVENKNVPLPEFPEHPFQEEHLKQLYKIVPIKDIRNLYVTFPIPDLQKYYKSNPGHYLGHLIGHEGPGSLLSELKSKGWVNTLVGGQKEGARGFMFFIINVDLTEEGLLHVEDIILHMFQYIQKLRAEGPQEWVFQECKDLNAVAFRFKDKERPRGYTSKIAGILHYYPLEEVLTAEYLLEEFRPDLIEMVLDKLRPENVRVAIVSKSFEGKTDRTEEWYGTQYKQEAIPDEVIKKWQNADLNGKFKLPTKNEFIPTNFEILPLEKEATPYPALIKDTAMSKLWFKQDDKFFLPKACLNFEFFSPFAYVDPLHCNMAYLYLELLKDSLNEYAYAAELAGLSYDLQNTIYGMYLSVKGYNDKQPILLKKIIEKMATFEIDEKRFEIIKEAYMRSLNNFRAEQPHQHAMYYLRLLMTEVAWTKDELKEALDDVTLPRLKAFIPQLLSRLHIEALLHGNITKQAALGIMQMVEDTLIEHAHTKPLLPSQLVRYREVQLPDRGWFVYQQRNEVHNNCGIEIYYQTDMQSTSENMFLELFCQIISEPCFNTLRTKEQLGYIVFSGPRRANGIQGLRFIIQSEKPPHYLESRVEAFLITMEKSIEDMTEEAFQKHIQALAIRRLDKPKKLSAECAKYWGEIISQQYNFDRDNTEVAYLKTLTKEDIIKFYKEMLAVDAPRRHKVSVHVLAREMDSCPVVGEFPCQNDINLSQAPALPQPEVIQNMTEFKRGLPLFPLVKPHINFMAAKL
NS3 helicase inh: blocks Hepatitis C virus NS3 helicase unwinding. NS3 helicase DNA unwinding, Cy5 molecular beacon fluorescence. inhibition, % at 10.9 µM. actives 0.56% (n = 290,000). AID 1800;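 active means inhibition above the mean of all tested compounds plus 3 SD, set per campaign, cut at about 35% in these data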;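 further: 0% = DMSO wells and 100% = thioflavine S control wells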
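System: Hepatitis C virus NS3 helicase domain fragment enzyme | Reagent: Annealed dual-labelled DNA beacon duplex, ATP-started | Compound dosing: 10.9 µM single point, 0.8% DMSO | Incubation: 1 h reaction at 25 °C, ATP-initiated | Technique: Cy5 fluorescence | Evaluation: Percent inhibition from t60/t0 fluorescence ratio | Benchmarks: Low DMSO, high thioflavine S at 110 µM | Replication: Singlicate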
M18AAP inhibitor: blocks P. falciparum M18 aspartyl aminopeptidase. actives 1.2% (n = 290,000). recombinant PfM18AAP, H-Glu-NHMec fluorogenic cleavage. AID 1822. inhibition, % at 7.35 µM;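 active means inhibition above the campaign mean inhibition over all tested compounds plus 3 SD, cut at about 28% in these data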;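 further: 0% = plate median of test compound wells and 100% = 2 mM ZnCl2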
SUMO HTRF inh: blocks human SUMOylation mediated by UBC9 | P63279 | actives 0.36% (n = 290,000) | HTRF SUMOylation assay, SAE1/SAE2 + UBC9, in vitro | inhibition, % at 35 µM; in the data active means inhibition above about 50%, passing the limit was not always enough; further: strong numbers were not always called active
VIM-2 inhibitor: inhibitors of Pseudomonas aeruginosa VIM-2 metallo-beta-lactamase; purified VIM-2, nitrocefin hydrolysis, epi-absorbance fluorescence; inhibition, % at 5.6 µM; actives 0.89% (n = 290,000); AID 1527;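 active means inhibition above the mean of all tested compounds plus 3 SD, cutoff set per screening run, cut at about 7.5% in these data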;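 further: red hydrolysis product quenches plate fluorescence so inhibitors raise well fluorescence; 0% = enzyme with DMSO and 100% = DMSO without enzyme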
IDE inh: cellular human IDE inhibition; HEK cells, FAbetaB cleavage, fluorescence polarization; inhibition, % at 5.59 µM; actives 0.41% (n = 320,000);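 active means percent inhibition above the average of all tested compounds plus 3 SD, set per screening campaign, cut at about 16% in these data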;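 further: IDE supplied by intact live HEK cells; FP after avidin binding of uncleaved biotin substrate so inhibition keeps polarization high; 0% = DMSO wells and 100% = 60 µM reference IDE inhibitor Ii1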
FID counter: fluorescent intercalator displacement, NS3 helicase counter-screen; DNA fluorescent intercalator displacement, fluorescence; inhibition, % at 7.9 µM; actives 0.17% (n = 290,000); AID 1845; in the data active means inhibition above about 37%;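 further: 0% = vehicle and 100% = reference compound; higher means more ethidium bromide displaced from hairpin DNA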
p-CIP stab down: compounds decreasing mouse p/CIP protein stability | Q05BA5 | F442A p/CIP-EGFP cells, EGFP fluorescence, 16 h | decrease of EGFP signal, % at 10 µM | actives 0.01% (n = 290,000);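 active means EGFP signal decrease of at least 30% at 10 µM or well 3 SD below plate mean, unless failing retest; inactive means the rest, including hits failing retest or dose response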; further: some compounds called inactive have numbers as strong as hits; many of its hits are not listed in these tables
IMP-1 inhibitor: blocks Pseudomonas aeruginosa IMP-1 metallo-beta-lactamase; inhibition, % at 5.6 µM; AID 1556; purified IMP-1, nitrocefin hydrolysis, epi-absorbance fluorescence; actives 0.45% (n = 290,000);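 active means inhibition above the mean plus 3 SD of all compounds in the same screening run, cut at about 4.5% in these data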;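 further: 0% = IMP-1 with DMSO and 100% = DMSO wells lacking enzyme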
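System – purified recombinant IMP-1 beta-lactamase · Input – IMP-1 dispensed at 0.2 nM · Timing – 15 min preincubation plus 25 min reaction at 25 °C · Signal – Epi-absorbance fluorescence, 480 nm excitation, 530 nm emission · Measure – percent IMP-1 inhibition derived from blank-referenced optical density · Controls – Enzyme-plus-DMSO low control, enzyme-free DMSO high control · Replication – singlicate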
Starred values were filed as active, the others as inactive; . = no result given.

Structure,IDE cell activ,NS3 helicase inh,M18AAP inhibitor,SUMO HTRF inh,VIM-2 inhibitor,IDE inh,FID counter,p-CIP stab down,IMP-1 inhibitor
O=C(O)CCN1C(=O)c2ccc(NC(=O)C(c3ccccc3)c3ccccc3)cc2C1=O,-8,20,-9,44,-0.6,1,-23,4,-1.8
CC(=O)c1cc(C(=O)Nc2ccccc2C(=O)O)oc1C,1,9,-9,15,-2.8,-1,0,-14,0.5
CCn1cc(C(=O)OCC(=O)c2cc(C)n(-c3ccccc3F)c2C)c(=O)c2ccc(C)nc21,-1,-2,5,16,-3.6,0,-32,-7,-2.3
O=C(Nc1ccc2c(c1)OCCO2)c1ccc(S(=O)(=O)N2CCCCC2)cc1,7,-3,-1,13,-3.3,-1,-17,-8,-4.3
COc1ccc(-c2cn[nH]c2-c2ccc(O)cc2O)cc1,7,-3,19,-17,-1.4,2,-5,0,-3.1
COc1ccc(NC(=O)c2cccc(Cn3cc(Br)c([N+](=O)[O-])n3)c2)c(C)c1,-1,2,-1,4,-0.8,-2,0,11,-0.7
Cc1c(NC(=O)CSc2nc3ccccc3[nH]2)c(=O)n(-c2ccccc2)n1C,8,3,9,15,-2.9,1,-6,-2,-3.2
CCN(CCO)c1nc(N2CCCCC2)c2cnn(C)c2n1,1,2,4,-13,3.7,10,-37,11,-1.6
Cc1cccc(NC(=O)Nc2ccccn2)c1C,7,-4,1,-3,-2.8,-6,-1,5,-2.1
Cc1noc(C)c1COC(=O)CCc1nc2ccccc2c(=O)[nH]1,5,-2,2,-3,-1.7,3,-1,-3,-2.6
Cc1c(C)n(C)c2ccc(C(=O)NCCCN3CCCCC3)cc12,3,-4,13,9,-0.4,4,14,0,-3.3
CCOc1ccc(Cl)cc1CNCCNCC(C)O (configuration not stated),2,1,-5,-4,2.4,2,18,3,0.0
O=C(Nc1ccc(OCC(F)(F)C(F)F)cc1)c1ccncc1,0,-5,3,1,-2.4,5,-5,-11,-2.6
O=C(Nc1ccc(S(=O)(=O)Nc2ncccn2)cc1)C1=NN(c2ccccc2)C(=O)CC1,9,13,3,17,-0.6,2,-18,5,-2.2
CCN(CC)C(=O)CSc1nc2ccccc2c(=O)n1CCC(=O)NCc1ccc(F)cc1,2,-4,1,-1,-3.9,1,-2,-8,-4.1

In another format: entries from further up.
Cc1c(NC(=O)CSc2nc3ccccc3[nH]2)c(=O)n(-c2ccccc2)n1C
  IDE cell activ = 8 | NS3 helicase inh = 3 | M18AAP inhibitor = 9 | SUMO HTRF inh = 15 | VIM-2 inhibitor = -2.9 | IDE inh = 1 | FID counter = -6 | p-CIP stab down = -2 | IMP-1 inhibitor = -3.2
O=C(Nc1ccc(OCC(F)(F)C(F)F)cc1)c1ccncc1
  IDE cell activ = 0 | NS3 helicase inh = -5 | M18AAP inhibitor = 3 | SUMO HTRF inh = 1 | VIM-2 inhibitor = -2.4 | IDE inh = 5 | FID counter = -5 | p-CIP stab down = -11 | IMP-1 inhibitor = -2.6

Continuation.
Structure,IDE cell activ,NS3 helicase inh,M18AAP inhibitor,SUMO HTRF inh,VIM-2 inhibitor,IDE inh,FID counter,p-CIP stab down,IMP-1 inhibitor
Cc1ccc(NS(=O)(=O)c2ccc3c(c2)n(C)c(=O)c(=O)n3C)c(C)c1,2,15,0,9,1.5,3,-9,6,0.7
CC(C)c1ccc2[nH]c(O)c(N=NC(=O)c3cccc(S(=O)(=O)Nc4ccccc4Cl)c3)c2c1,4,-1,0,-7,-4.1,4,0,-4,-1.2
Cc1ccc(-n2nc(C)c(C(=O)O)n2)c(C)c1,6,4,-7,-10,-2.2,5,3,-2,-5.2
CCS(=O)(=O)Nc1ccc(C(=O)OC)cc1,2,0,3,-3,-2.7,-6,3,6,-4.4
Cc1ccc(-c2cc(-c3cccc(F)c3)n[nH]2)c(O)c1,-4,-11,4,-12,-5.8,1,-5,-3,-4.3
CCOc1ccc2nc(NCCNC(=O)C3CC3)c(C)cc2c1,4,.,.,30,.,-1,.,-5,.
CCCCNC(=O)/C(C#N)=C/c1ccc2c(c1)OCCO2,2,0,5,10,-4.2,3,-9,-2,0.8
Cc1nn(-c2ccccc2)c2nc(N)c(C#N)c(-c3ccc(C(C)(C)C)cc3)c12,4,-18,2,-19,-1.9,6,1,4,-2.3
Oc1cccc(NC(=S)Nc2ccc(SC(F)F)cc2)c1,-2,-7,11,13,-1.6,3,-2,-18,-3.6
FC(F)(F)c1cc(Sc2ccccc2)nc(-c2ccccn2)n1,2,14,-20,5,-0.8,-1,-31,-4,-3.1
CCCn1c(-c2ccc(OC)cc2)nc2c(=O)n(C)c(=O)[nH]c21,8,-1,-2,22,-3.6,3,-2,-3,-1.4
CCOC(=O)C(CCCCP(=O)(c1ccccc1)c1ccccc1)(NC(C)=O)C(=O)OCC,6,-8,-7,4,-1.4,-2,-30,-12,-3.1
Cc1cc(C)c2cc3c(N)c(C(=O)Nc4c(C)[nH]c(=O)[nH]c4=O)sc3nc2c1,-2,21,17,27,3.9,2,-2,2,1.9
O=C(NCC12CC3CC(CC(C3)C1)C2)c1nn2cccnc2c1Cl,5,-7,4,8,-0.8,-2,-23,-26,-1.8
Cc1onc(-c2ccccc2)c1C(=O)NCCc1ccc(Cl)cc1,1,3,2,-5,-3.2,1,-5,2,-1.8
COc1cccc(NS(=O)(=O)c2cc3c(cc2C)N(C(C)=O)CCO3)c1,3,-2,-1,10,-2.2,-3,-17,3,-1.9
Cn1c(=O)c2c(nc(-n3ccnc3)n2C)n(C)c1=O,2,-3,-7,16,1.1,2,0,-7,-2.8
NS(=O)(=O)c1ccc(-c2ccc(C=O)o2)cc1,.,-3,0,2,-1.4,-2,-1,-4,-4.8
CCc1ccccc1NC(=O)CCC(=O)c1cccs1,1,0,-7,30,-2.3,-4,-6,-16,-0.2
O=S(=O)(Nc1ccon1)c1ccc(F)c(F)c1,-4,4,0,19,-2.1,2,1,-5,-3.9
CNC(=O)c1cc(C(=O)c2ccc(Cl)cc2)c(Br)[nH]1,-1,0,-5,14,-2.8,-1,-8,-13,-2.5
Cc1ccc(NC(=O)c2cc(N3C(=O)CCC3=O)ccc2N2CCOCC2)cc1,0,-6,-3,1,1.0,0,-7,-13,0.6
Cc1cccc(C(=O)N2CCN=C2SCc2ccc([N+](=O)[O-])cc2)c1,2,3,1,9,-0.4,-1,10,-10,-0.6
O=C(CCCn1c(=O)[nH]c2cc(Cl)ccc2c1=O)NCC1CCCO1 (configuration not stated),5,2,0,8,-0.1,-4,0,0,-1.1
COc1ccc(OCC(=O)N/N=c2\oc3c(OC)cccc3cc2C(N)=O)cc1,8,4,-5,11,-3.1,-2,1,-5,-2.1
O=C(O)CC(NC(=O)Cc1ccc([N+](=O)[O-])cc1)c1ccc2c(c1)OCO2 (configuration not stated),10,-6,2,8,-2.5,-6,4,10,-2.6
CCOC(=O)c1ccc(NC(=O)Nc2ccc(F)cc2)cc1,2,4,12,4,-1.6,-5,4,0,-0.9
Cc1cc(C)c2c(=O)[nH]c(SCC(=O)Nc3ccccc3)nc2n1,7,-5,8,25,-1.4,0,-4,-10,-2.4
CC1CCCC(C)N1/N=C/c1ccccc1Br (configuration not stated),7,4,-2,-4,0.1,4,-1,0,-2.3
CCC(=O)Nc1cccc(NC(=S)NC(=O)c2cccc(C)c2)c1,0,-3,4,10,-1.8,3,-16,1,-0.9
CC(C)CCC1=NN(C(=O)c2ccco2)C(O)(C(F)(F)F)C1 (configuration not stated),8,7,0,-10,-3.7,-2,-18,0,-1.8
Cc1ccc(C(=O)N/C(=C\c2ccc([N+](=O)[O-])cc2)C(=O)NCCc2ccccc2)cc1,4,-10,0,3,-2.3,-3,3,6,-2.9
CC(=O)Nc1ccc(S(=O)(=O)N2CCC(C(=O)NCc3ccncc3)CC2)cc1,3,-2,-2,.,0.1,4,-1,1,-2.7
CC1(C(=O)OCc2cc(=O)n3cc(Br)ccc3n2)CC1(Cl)Cl (configuration not stated),7,2,4,4,0.1,5,-13,1,-0.3
CC(C)N1CCN(Cc2cccn2-c2ccccn2)CC1CCO (configuration not stated),2,-1,0,9,-1.0,1,2,-16,-0.7
COCCNC(=O)NC(=O)CSc1nc(C)c(C)c(C)n1,6,-7,2,2,1.0,6,-2,0,-2.3
O=C(O)c1nc(-c2ccccc2)n(-c2ccc(Cl)cc2)n1,4,11,4,4,-3.7,2,0,-9,-2.2
CCO[C@H]1OC(C(=O)NC2CC2)=C[C@@H](c2ccc3c(c2)OCO3)[C@@H]1CCCO,5,-1,-11,5,-2.6,1,-15,-13,-3.9
CCn1c(CCCOc2ccc(Cl)cc2Cl)nnc1SCC(=O)Nc1cc(F)ccc1C,0,-7,0,-2,-1.7,2,-7,-10,-3.3
Clc1ccsc1-c1ccnc(-n2cccc2)n1,2,3,-4,10,0.2,6,-3,-1,-0.2
CCCCN(C(=O)CSc1nnnn1C)c1c(N)n(Cc2ccccc2)c(=O)[nH]c1=O,-2,12,-17,38,-3.1,-2,-3,-6,-0.9
COCCn1c(Cc2ccccc2)nnc1SCC(=O)NC(C)C,-3,8,-8,5,-1.1,0,2,-3,-3.5
O=C(NCc1ccccc1)Nc1cccc2ccccc12,4,-5,-4,-2,-1.3,1,1,4,-1.9
Cc1ccc(C)c(NC(=S)N2CCC(NC(=O)c3ccccc3)CC2)c1,-2,-3,-1,-2,-3.7,0,-20,-6,-1.0
O=C(CN1C(=O)COc2ccccc21)N1CCc2ccccc2C1,4,8,0,10,-0.4,4,-5,-3,0.1
O=S(=O)(c1cccc(S(=O)(=O)N2CCCC2)c1)c1cccc(S(=O)(=O)N2CCCC2)c1,4,-11,-3,0,-3.7,7,-4,-3,-2.3
O=C(CCCC1=NS(=O)(=O)c2ccccc2N1)N1CCN(c2ccc([N+](=O)[O-])cc2)CC1,0,-9,2,.,-5.8,4,-1,4,-0.9
Cc1cc(N2CCN(c3ccccc3F)CC2)nc2cc(O)ccc12,7,-22,2,15,-0.6,4,7,-8,1.6
COc1ccc(OCC(=O)N2CCc3c([nH]c4ccccc34)C2c2ccccn2)cc1 (configuration not stated),2,-16,-3,19,-4.1,1,-26,-5,-4.7
Cc1ccc(S(=O)(=O)c2cn(C)c3cc(N4CCOCC4)c(F)cc3c2=O)cc1,1,-2,-3,24,2.7,-4,-26,-6,-1.7
O=C(CSc1nncs1)NC(=O)Nc1ccc2c(c1)OCCO2,4,-6,8,11,0.4,4,-2,-4,-3.1
C=CCC(NCc1ccccc1)c1ccc(Cl)cc1 (configuration not stated),8,-5,-1,4,1.4,10,-1,-9,-1.9
CCOc1ccc(N(CC(=O)Nc2ccc(OC)cc2)C2=NC3CS(=O)(=O)CC3S2)cc1 (configuration not stated),7,-13,4,9,-2.4,-2,-16,-3,-1.4
O=C(NCCN1CCOCC1)c1ccc(NC(=O)C2COc3ccccc3O2)cc1 (configuration not stated),0,1,-1,-2,-2.6,7,-1,1,-1.8

Bioassay records from PubChem BioAssay.
